Source: PubChem (The Scripps Research Institute Molecular Screening Center)
GSTO1 inh – blocks human GSTO1 in RBBP9 counter-screen. P78417. recombinant GSTO1, activity-based probe fluorescence polarization. inhibition, % at 5.96 µM. 1.1% of 300,000 active. AID 1974;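 active = inhibition above the campaign mean inhibition plus 3 SD, cut at about 35% in these data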;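 note: 0% = GSTO1-1 with DMSO and 100% = wells lacking GSTO1-1 enzyme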
PAD4 inh – inhibitors of human PAD4; Q9UM07; recombinant PAD4, RCA probe fluorescence polarization; AID 485272; 0.41% of 330,000 active; inhibition, % at 6.36 µM;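 active = percent inhibition above a cutoff equal to the mean of all tested compounds plus 3 SD, cut at about 15% in these data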;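 note: 0% = PAD4 with RCA probe and DMSO and 100% = probe without PAD4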
PAFAH1B2 inh – blocks human PAF acetylhydrolase 1b catalytic subunit 2 | P68402 | recombinant PAFAH1B2, FP-rhodamine activity probe, fluorescence polarization | inhibition, % at 3.39 µM | 1.2% of 340,000 active | AID 492953;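 active = inhibition above the mean of all tested compounds plus 3 SD, cut at about 24% in these data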;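 note: 0% = enzyme with DMSO and 100% = wells lacking PAFAH1B2; many of its hits are not listed in these tables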
Target sequence (P68402 whole entry, looked up): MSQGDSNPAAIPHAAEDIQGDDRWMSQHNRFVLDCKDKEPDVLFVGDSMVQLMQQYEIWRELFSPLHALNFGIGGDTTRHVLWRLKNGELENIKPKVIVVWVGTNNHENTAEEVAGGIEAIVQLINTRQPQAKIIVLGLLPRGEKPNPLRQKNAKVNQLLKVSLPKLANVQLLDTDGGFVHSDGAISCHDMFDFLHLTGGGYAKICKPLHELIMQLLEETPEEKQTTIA
LYPLA2 counter – LYPLA2 (human) inhibition in PME1 counter-screen; O95372; recombinant LYPLA2, FP-Rh probe fluorescence polarization; inhibition, % at 5.9 µM; 0.38% of 320,000 active; AID 2177;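 active = inhibition above the screen-wide mean plus 3 SD, limit set per campaign, cut at about 26% in these data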;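 note: 0% = LYPLA2 with DMSO and 100% = wells lacking LYPLA2 enzyme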
pPAFAH inh – pPAFAH (human) enzyme inhibition; recombinant pPAFAH, FP-rhodamine probe fluorescence polarization; inhibition, % at 3.39 µM; 1.5% of 330,000 active; AID 463082;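 active = inhibition above the mean inhibition across the screen plus 3 SD, cut at about 25% in these data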;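 note: inhibitors block binding of the rhodamine activity-based probe so polarization drops; 0% = enzyme with DMSO and 100% = wells lacking pPAFAH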
Target sequence (Q13093 whole entry, looked up): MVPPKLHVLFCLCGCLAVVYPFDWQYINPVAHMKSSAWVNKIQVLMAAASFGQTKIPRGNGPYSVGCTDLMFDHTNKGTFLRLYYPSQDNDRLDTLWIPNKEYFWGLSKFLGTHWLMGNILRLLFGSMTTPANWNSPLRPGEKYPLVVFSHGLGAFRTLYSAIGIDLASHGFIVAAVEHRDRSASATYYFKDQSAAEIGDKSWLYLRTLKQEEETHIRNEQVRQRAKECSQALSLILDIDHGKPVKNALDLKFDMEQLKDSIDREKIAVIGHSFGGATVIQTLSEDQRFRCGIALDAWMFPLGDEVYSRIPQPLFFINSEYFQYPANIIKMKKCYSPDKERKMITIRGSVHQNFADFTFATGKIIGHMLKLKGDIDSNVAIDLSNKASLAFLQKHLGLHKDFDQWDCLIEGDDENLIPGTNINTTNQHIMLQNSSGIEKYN
PREPL inhibitor – inhibits the human prolyl oligopeptidase-like enzyme. Q4J6C6. recombinant PREPL, fluorescence polarization activity-based probe. inhibition, % at 5.96 µM. 0.68% of 320,000 active. AID 2751; in the data active = inhibition above about 43%;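 note: 0% = enzyme with DMSO and 100% = wells lacking enzyme; many of its hits are not listed in these tables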
LYPLA1 counter – blocks human lysophospholipase 1, a PME1 counter-screen | O75608 | recombinant LYPLA1, FP-Rh probe fluorescence polarization | inhibition, % at 5.9 µM | 0.16% of 320,000 active | AID 2174;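 active = inhibition above the mean of all tested compounds plus 3 SD, set per campaign, cut at about 14% in these data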;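 note: inhibitors block serine hydrolase probe labeling of LYPLA1 so polarization falls; 0% = enzyme with DMSO and 100% = wells lacking LYPLA1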
PAFAH1B3 FP inh – blocks human PAF acetylhydrolase 1B catalytic subunit 3. Q15102. 0.28% of 340,000 active. recombinant PAFAH1B3, FP-rhodamine probe, fluorescence polarization. inhibition, % at 3.39 µM;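 active = inhibition above the screen-wide average of all tested compounds plus 3 SD, cut at about 25% in these data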;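 note: 0% = enzyme with DMSO only and 100% = wells lacking PAFAH1B3 protein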
Target sequence (Q15102 whole entry, looked up): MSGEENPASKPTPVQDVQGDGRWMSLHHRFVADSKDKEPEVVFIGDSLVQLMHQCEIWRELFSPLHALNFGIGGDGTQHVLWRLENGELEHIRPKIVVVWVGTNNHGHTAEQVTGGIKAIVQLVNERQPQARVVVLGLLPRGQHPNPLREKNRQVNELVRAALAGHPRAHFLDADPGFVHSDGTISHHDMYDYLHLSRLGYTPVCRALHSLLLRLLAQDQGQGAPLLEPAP
PAFAH2 inh – PAFAH2 (human) inhibition | Q99487 | recombinant PAFAH2, FP-rhodamine activity probe, fluorescence polarization | inhibition, % at 3.39 µM | 0.99% of 340,000 active;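 active = inhibition above the mean over all tested compounds plus 3 SD, cut at about 30% in these data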;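 note: inhibitors block probe labeling of enzyme so polarization drops; 0% = enzyme with DMSO and 100% = wells lacking PAFAH2 protein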
Numbers without * were called inactive; . = not tested or not shown.

SMILES | GSTO1 inh | PAD4 inh | PAFAH1B2 inh | LYPLA2 counter | pPAFAH inh | PREPL inhibitor | LYPLA1 counter | PAFAH1B3 FP inh | PAFAH2 inh
Nc1c(Cl)ncnc1N1CCOCC1 | 5 | -1 | 0 | -3 | 0 | -2 | 2 | 14 | 3
CCCOC(=O)C(C)n1cnc2sc(C)c(C)c2c1=O (centres undefined) | 10 | 5 | -2 | -1 | 1 | -9 | -1 | -1 | 6
CC1=C[C@@H](C)[C@@H](c2ccc(C(F)(F)F)cc2)OC1=O | 6 | 1 | 1 | -4 | 2 | -10 | -2 | -2 | 2
Clc1cncc(Cl)c1N/N=C/c1ccncc1 | 1 | -5 | 4 | 6 | 4 | -3 | 6 | 2 | -4
COc1ccc(N2C(=O)c3ccccc3NC2c2ccccc2O)cc1 (centres undefined) | 1 | 5 | 4 | 3 | 4 | -7 | 0 | 11 | 4
COC(=O)C(N)CCCCN (centres undefined) | -1 | -4 | 4 | 3 | 2 | 0 | 0 | 7 | 4
CCOC(=O)N1CCC(NC(=O)C2CCCN(Cc3nc(-c4ccc(CC)cc4)oc3C)C2)CC1 (centres undefined) | 4 | 1 | 4 | 8 | 6 | 19 | -8 | -2 | 2
Cc1ccc(S(=O)(=O)N2CCOCC2)cc1C(=O)NC(C)CCc1ccccc1 (centres undefined) | . | -4 | 6 | . | 6 | 7 | . | 3 | 11
CCOC(=O)C1=C(C)NC(=O)NC1c1ccccc1 (centres undefined) | -3 | 5 | 0 | 2 | 7 | 1 | 3 | 7 | -1
Cc1c(OC(C)C(=O)N2C[C@H]3C[C@@H](C2)c2cccc(=O)n2C3)ccc2c3c(c(=O)oc12)CCC3 (some centres undefined) | 4 | 0 | -2 | 6 | 5 | -2 | 2 | 6 | 0
CCOc1cc(N2CCOCC2)c(OCC)cc1NC(=O)c1ccco1 | -4 | 2 | 1 | 0 | -1 | 3 | 1 | 8 | 5
COc1ccc(C(=O)NC(=S)Nc2cccc3nc(C)ccc23)cc1OC | -3 | 2 | . | 10 | -2 | -2 | -2 | . | .
CCCCCn1nc(C(=O)OCc2nc(N)nc(Nc3ccccc3)n2)c2ccccc2c1=O | . | -3 | -1 | . | -4 | 4 | . | -1 | -6
CC(C)Nc1nc(-c2ccncc2)nc(-c2ccccc2)c1C#N | 0 | -2 | 0 | 3 | -4 | 0 | -4 | 9 | 4
Cc1cccc(NC(=O)c2cc(=O)n(Cc3ccccc3)c(=O)[nH]2)c1 | -13 | -4 | -4 | -1 | 0 | 8 | -5 | 7 | -3

Shown as tab-separated lines: entries from further up
smiles	GSTO1 inh	PAD4 inh	PAFAH1B2 inh	LYPLA2 counter	pPAFAH inh	PREPL inhibitor	LYPLA1 counter	PAFAH1B3 FP inh	PAFAH2 inh
COC(=O)C(N)CCCCN (centres undefined)	-1	-4	4	3	2	0	0	7	4
CCOC(=O)N1CCC(NC(=O)C2CCCN(Cc3nc(-c4ccc(CC)cc4)oc3C)C2)CC1 (centres undefined)	4	1	4	8	6	19	-8	-2	2

(next part)
SMILES | GSTO1 inh | PAD4 inh | PAFAH1B2 inh | LYPLA2 counter | pPAFAH inh | PREPL inhibitor | LYPLA1 counter | PAFAH1B3 FP inh | PAFAH2 inh
O=C(NCCC(=O)N1CCN(C(=O)c2ccco2)CC1)c1ccccc1Cl | . | 0 | 6 | . | 6 | 8 | . | 9 | 5
Cc1ccc(C(=S)N2CCCCCC2)cc1 | 2 | -9 | 2 | -4 | -10 | -5 | -2 | 9 | 8
Cc1ccc2c(cnn2C(=O)CCC(=O)NCc2cccc(Cl)c2)c1 | 0 | 1 | 6 | -3 | 9 | -1 | -2 | 0 | 7
O=C(Nc1cc(Cl)ccc1-n1cncn1)c1cccc(S(=O)(=O)N2CCOCC2)c1 | . | 1 | 3 | 5 | 1 | -2 | -3 | -8 | -3
O=c1cc(-c2ccccc2)c2ccccc2[nH]1 | -2 | 5 | 8 | 3 | 3 | 8 | 5 | 2 | 6
COC(=O)c1c(NS(=O)(=O)c2ccc3ccccc3c2)sc2c1CCCC2 | -5 | -7 | 3 | 0 | 16 | -11 | -4 | 4 | 7
CC(=O)NCC(O)c1ccc([N+](=O)[O-])cc1 (centres undefined) | 0 | -2 | 11 | -2 | -2 | -1 | -1 | 2 | -3
COc1ccc(C(c2c(O)nc[nH]c2=O)c2c(O)nc[nH]c2=O)cc1 | -6 | -1 | . | 7 | -3 | -11 | 4 | . | .
O=C(ON=C1CCN(c2ccc([N+](=O)[O-])cc2)CC1)c1ccccc1 | 3 | -1 | 6 | 37* | 10 | 19 | 4 | 7 | 90*
OCCN1C2=NCCCN2c2ccccc21 | 2 | 0 | 3 | -4 | 5 | 11 | -1 | 3 | -8
CC(NC(=O)c1ccc(N(C)C)c([N+](=O)[O-])c1)c1ccc(-n2ccnc2)cc1 (centres undefined) | 5 | 0 | -2 | -5 | 6 | 4 | -2 | -2 | -4
Cc1cccc2nc(-c3ccco3)oc(=O)c12 | 3 | -1 | 5 | -2 | 1 | 9 | -2 | 2 | 24
CN(C)CCCn1c2c(c(SCC(=O)Nc3nccs3)nc1=O)CCC2 | 18 | 5 | -1 | -3 | -5 | -3 | -2 | 7 | 7
CCN(CC)c1ccc(CN(C(=O)c2ccco2)C2CCS(=O)(=O)C2)cc1 (centres undefined) | -4 | -5 | 7 | -2 | 3 | 6 | -4 | -2 | 12
O=C(O)CCCNC(=O)CCCn1nnc2ccccc2c1=O | 4 | 5 | 2 | -4 | 3 | 1 | 4 | 5 | -2
CCCn1c(SCC(=O)c2cc(OC)ccc2OC)nnc1-c1ccco1 | -7 | 0 | 8 | 6 | 6 | -3 | 3 | 5 | 7
Cc1ccc(C(=O)NCCOC23CC4CC(CC(C4)C2)C3)cc1 | 8 | -4 | 8 | 0 | 6 | 1 | 1 | -2 | 0
COc1ccc(C2=NNC(c3cc(Cl)cc4c3OCOC4)C2)c(O)c1 (centres undefined) | -3 | -1 | . | -5 | 6 | 3 | -2 | . | .
Cc1ccc2[nH]c(=O)c(CN(CCCN3CCOCC3)C(=O)NC3CCCCC3)cc2c1 | -2 | -2 | 4 | 1 | 1 | 23 | -1 | 6 | -4
Cc1cc(C)cc(-n2c(C)cc(C(=S)N3CCOCC3)c2C)c1 | 4 | -4 | 3 | 0 | 8 | 3 | -3 | 6 | -1
CN(C)C(CNC(C(=O)Nc1ccc([N+](=O)[O-])cc1Br)c1ccccc1)c1ccccc1 (centres undefined) | -7 | -3 | 1 | 5 | 7 | 6 | 0 | -7 | 6
Cc1oc(/C=N/NC(=O)CN(c2ccccc2Cl)S(C)(=O)=O)cc1Br | 0 | -3 | 1 | -2 | 6 | -10 | -3 | 4 | -5
Cc1cc(COC(=O)C2N3C(=O)[C@@H](NC(=O)COc4ccccc4)[C@H]3SC2(C)C)on1 (some centres undefined) | 5 | -13 | -3 | 4 | 8 | 30 | 1 | 19 | 4
COc1ccc(/C=C/C(=O)NC(=S)Nc2ccccc2)cc1OC | -3 | -8 | 3 | 5 | 4 | 4 | 2 | 9 | -3
CCc1ccccc1NC(=O)Cn1nc(C(F)(F)F)c2c1CCC2 | 3 | 2 | -2 | 6 | 3 | 12 | 4 | 7 | 9
Cc1ccc(C)c(CN2CCC(CNC(=O)Nc3ccc(F)c(Cl)c3)CC2)c1 | 0 | 0 | 3 | 2 | -3 | 8 | -3 | 5 | 2
CN(C)/C=C(\C#N)C(=O)Nc1ccccc1 | 8 | 0 | 5 | 2 | 4 | 0 | 2 | 2 | -3
N#CC1=C(N)Oc2c(ccc3ccccc23)C1c1ccsc1 (centres undefined) | -6 | -31 | -3 | -5 | 11 | -20 | -7 | 1 | 4
Cc1nc2c(c(C)nn2-c2ccccc2)c(C)c1Cl | 6 | 4 | -4 | 4 | 0 | 9 | 0 | -4 | 2
Cc1ccccc1C1CC(c2cccs2)=NN1S(C)(=O)=O (centres undefined) | 1 | -1 | 5 | -4 | -1 | 5 | -1 | 18 | -7
CC1Cc2ccccc2N1CC(=O)Nc1ccc(S(=O)(=O)N(C)C)cc1 (centres undefined) | 12 | -2 | -1 | -2 | 7 | -1 | -2 | 5 | -11
CCN1C(=O)c2ccc(C(=O)Nc3cccc(C(=O)O)c3)cc2C1=O | 4 | 4 | 8 | 9 | -2 | -2 | 2 | 9 | -22
Cc1cccn2c(=O)c3cc(C(=O)NCCN4CCOCC4)c(=N)n(CCN4CCOCC4)c3nc12 | 13 | -8 | 0 | -3 | -10 | 17 | 0 | 8 | -4
FC(F)Oc1ccccc1NC(=S)NCCc1ccccc1 | 1 | -4 | 7 | -2 | 0 | -9 | -3 | -3 | 0
O=C(NCc1nnc2c3ccccc3c(-c3ccccc3)nn12)c1ccc(Cl)cc1 | -7 | -3 | 0 | 7 | 5 | -18 | 4 | 4 | 5
CN1CCC(N(C)C(=O)c2ccc(Cl)c(S(=O)(=O)N3CCc4ccccc43)c2)CC1 | . | -2 | 8 | . | 4 | 7 | . | 9 | 6
COC(=O)/C=C1\NC(=O)C(C)S1 (centres undefined) | 2 | -2 | 6 | 4 | 6 | -5 | 2 | 5 | -6
Nn1c(COc2ccccc2)nnc1SC(F)F | 7 | 1 | 0 | 4 | -4 | -6 | 4 | 12 | 7
CCOc1ccc(NCc2cccn2-c2nnc(N3CCC(C(=O)NCCCN4CCCCC4CC)CC3)s2)cc1 (centres undefined) | 7 | 0 | 7 | 1 | 6 | 35 | 3 | 8 | 8
Nc1nc(/C=C/c2cccnc2)nc(-c2ccccc2O)n1 | -35 | -5 | -4 | -8 | -4 | 5 | -10 | -1 | -8
CSc1nccc(-c2cc(Cl)sc2Cl)n1 | 5 | 3 | 5 | 10 | 3 | 9 | 3 | 7 | 1
COc1ccc(Cl)cc1NC(=O)COC(=O)CCCC1=NS(=O)(=O)c2ccccc2N1 | 1 | -3 | 1 | -5 | 1 | -8 | -5 | 4 | 4
Cc1nc(N2CCN(C(=O)c3ccc(Cl)cc3)CC2)c(C#N)c2c1COC(C)(C)C2 | 0 | 0 | -3 | 6 | 6 | 14 | -7 | 5 | -3
CCC1CCCCN1C(=O)c1cc(COc2ccc(-n3cncn3)cc2)on1 (centres undefined) | 1 | -7 | -3 | -1 | 6 | -6 | 2 | 2 | -5
Cc1ccc(NC(=O)CSc2nc(=O)n(CCN(C)C)c3c2CCCC3)cc1Cl | -15 | 0 | -1 | 3 | 3 | 30 | -5 | -4 | -3
CCOC(=O)Cc1csc(NS(=O)(=O)c2cc(Cl)ccc2Cl)n1 | 2 | -3 | 7 | 2 | 19 | 6 | 1 | -1 | -2
O=C(OCCCc1cc2ccccc2c(=O)o1)c1ccc2c(c1)OCO2 | . | -7 | -2 | 0 | 8 | -11 | 2 | 0 | 38*
COc1cccc(-c2ccc(NC(=O)C3CCCN(Cc4cnc(N(C)C)s4)C3)cc2)c1 (centres undefined) | 8 | 0 | 1 | 28* | 13 | 10 | -2 | 7 | 5

Shown as a hit in PAFAH2 inh, of those listed so far:
Structure,PAD4 inh,PAFAH1B2 inh,pPAFAH inh,PREPL inhibitor,PAFAH1B3 FP inh,PAFAH2 inh
O=C(ON=C1CCN(c2ccc([N+](=O)[O-])cc2)CC1)c1ccccc1,-1,6,10,19,7,90*
O=C(OCCCc1cc2ccccc2c(=O)o1)c1ccc2c(c1)OCO2,-7,-2,8,-11,0,38*

Some of the compounds tested. The share of hits here may be higher or lower than overall.
